From PubChem BioAssay
Growth percent in the NCI-60 one-dose screen (48 h, 10 µM unless noted): 100 = growth as untreated, 0 = no growth, -100 = all killed.
NCI-H23 – NCI-H23 lung cancer; actives 4% (n = 80,000); AID 1794731
NCI-H522 – NCI-H522 lung cancer | actives 8% (n = 78,000)
NCI/ADR-RES – NCI/ADR-RES ovarian cells; actives 4.4% (n = 81,000); AID 1794790
NCI-H322M – NCI-H322M lung cancer | actives 2.7% (n = 80,000)
HCT-116 – HCT-116 colon cancer; actives 7.3% (n = 82,000); AID 1794798
COLO 205 – COLO 205 colon cancer | actives 7.3% (n = 79,000) | AID 1794742
NCI-H460 – NCI-H460 lung cancer; actives 6.8% (n = 82,000); AID 1794736
HCT-15 – HCT-15 colon cancer; actives 5.2% (n = 82,000); AID 1794746
NCI-H226 – NCI-H226 lung cancer. actives 3.5% (n = 79,000)
Active calls of the source: *; x = no result given; & = joins results of further samples; [ ] = another dose, or the depositor's remark. Rule for the calls: active = growth percent below 10; inactive = the rest.

SMILES	NCI-H23	NCI-H522	NCI/ADR-RES	NCI-H322M	HCT-116	COLO 205	NCI-H460	HCT-15	NCI-H226
c1coc(CNc2nc3ccccc3n2CCN2CCCCC2)c1	98	x	97	98	99	106	104	100	x
CC(C)(C)c1ccc(/C=N/NC(=O)c2ccc(-n3cc(-c4ccccc4)nn3)cc2)cc1	98	95	98	96	98	111	101	90	95
O=C1NC(=O)C(c2ccccc2)(c2ccccn2)N1 (stereo not given)	97	119	98	112	102	114	117	101	91
O=C1c2c(c3c4cccnc4[nH]c3c3[nH]c4ccccc4c23)C(=O)N1O	80	49	98	83	76	93	86	89	68
COc1ccc(-c2nc3cc(Cl)c(Cl)cc3n2CC(=O)N=Nc2c(O)[nH]c3ccc(OC)cc23)cc1	39	69	31	80	40	32	56	44	-38*
Cc1ccc(-c2nn(-c3ccccc3)cc2/C=C/c2nnc(-c3ccc(F)cc3)o2)cc1	93	88	104	106	84	106	106	109	102
O=C(NNC(=O)N1c2ccccc2C=Cc2ccccc21)c1ccccc1	101	94	100	107	103	112	106	101	113
O=C1Cc2cccc(=O)c(O)c2C(=O)O1	102	92	107	103	109	109	108	104	x
CC(=O)/C=C/c1ccc(N(C)Cc2ccc(C(C)(C)C)cc2)cc1	76	77	86	-64*[100 µM]	80	113	97	87	85
NS(=O)(=O)Oc1ccc(NC(=O)C2CCCCCC2)cc1	97	96	103	x	105	112	106	100	100
NCCNC(=O)Cc1cccc2ccccc12	102	99	107	99	103	118	102	103	100
CC(C)=CC/C=C(/C)[C@H]1CC[C@]2(C)[C@@H]1CC[C@@H]1[C@@]3(C)CC/C(=N/O)C(C)(C)[C@@H]3CC[C@]12C	47[100 µM]	21[100 µM]	64[100 µM]	77[100 µM]	24[100 µM]	66[100 µM]	41[100 µM]	57[100 µM]	60[100 µM]
Clc1ccc(OCc2nc(Cc3ccccc3)n[nH]2)c(Cl)c1	94	94	101	90	104	110	107	105	104
N=C(N)SCc1ccc([N+](=O)[O-])cc1	100	101	103	101	100	111	117	96	107
S=c1nc2[nH]c3ccccc3c2n[nH]1	96	108	102	99	96	108	100	97	83
CC(O)CN(CCO)CCN(CC(C)O)CC(C)O (stereo not given)	101	x	109	106	103	115	103	101	99
CC1(C)CC[C@]2(C(=O)O)CC[C@]3(C)C(=CC[C@@H]4[C@@]5(C)C/C(=C/c6ccccc6)C(=O)C(C)(C)[C@@H]5CC[C@]43C)[C@@H]2C1	79	81	97	92	63	99	93	82	74
CCC(CC)Cc1cccnc1	102	90	103	105	103	121	107	112	117
COc1cccc(-c2nc(Nc3ccc(C)c(S(N)(=O)=O)c3)c3ccccc3n2)c1	54	42	32	72	41	95	30	17	53
CN(C)CSc1nc2ccccc2s1	93	92	102	95	90	92	109	98	95
CCN(CC)C(=O)C(c1ccccc1)C1(O)CCCCC1CN(C)C (stereo not given)	103	91	106	105	108	119	108	107	105
CCCCCCCCCCCCCCCCNC(=S)N/N=C/c1ccc(N(CC)CC)cc1	102	111	100	95	95	126	110	88	107
O=C(N=C1SCCN1C(=O)c1ccc(Cl)cc1)c1ccc(Cl)cc1	92	83	81	84	96	115	108	90	105
CCn1cc(C(=O)O)c(=O)c2cc(F)c(N3CCN(C=O)C(C)C3)c(F)c21 (stereo not given)	104	105	105	98	105	105	103	106	95
CCCN1CCc2c(sc3c2c(N2CCCC2)nc2nnnn23)C1	99	98	91	88	94	108	101	94	99
CCN(CC)CCOC(=O)C1c2ccccc2Oc2ccccc21	x	95	106	x	106	124	114	103	106
CN(C)N=Nc1nn(C(=O)Nc2ccc(Cc3ccccc3)cc2)c2ccccc12	61	42	47	81	62	-53*	11	36	69
O=S1(=O)c2ccccc2Oc2ccccc21	104	78	108	101	102	109	99	101	100
Cn1cc(C2=C(Cl)C(=O)CO2)c2ccccc21	99	96	100	99	98	116	107	100	97
Cn1cc(-c2nc3ccccc3n2C)c2cccnc21	99	91	104	100	112	102	107	105	94

Molecules from the list above with fluorine (2):
SMILES	NCI-H23	NCI-H522	NCI/ADR-RES	NCI-H322M	HCT-116	COLO 205	NCI-H460	HCT-15	NCI-H226
Cc1ccc(-c2nn(-c3ccccc3)cc2/C=C/c2nnc(-c3ccc(F)cc3)o2)cc1	93	88	104	106	84	106	106	109	102
CCn1cc(C(=O)O)c(=O)c2cc(F)c(N3CCN(C=O)C(C)C3)c(F)c21 (stereo not given)	104	105	105	98	105	105	103	106	95

(listing goes on)
SMILES	NCI-H23	NCI-H522	NCI/ADR-RES	NCI-H322M	HCT-116	COLO 205	NCI-H460	HCT-15	NCI-H226
NS(=O)(=O)c1cccc(Nc2nc(SCC(=O)c3ccc(Br)cc3)nc3ccccc23)c1	x	41	83	98	39	76	38	67	5.0*
N=C(N)c1ccc(-c2ccc(-c3ccc(Cl)c(Cl)c3)s2)nc1	68	-34*	83	-5.2*	-51*	-40*	-62*	-72*	87
CCOc1ccc2nc(NC(=O)CSC(=S)N3CCN(c4ccccc4)CC3)sc2c1	101	105	103	109	101	107	110	105	x
N#C/C(=C\c1ccc(Br)cc1)C(=O)c1ccccc1	94	87	103	119	94	114	105	101	94
COc1ccc(/C=C/C(=O)c2cccc(O)c2)cc1	104	96	104	96	98	114	104	93	98
C1CCc2[nH]nc(-c3n[nH]c4c3CCCCC4)c2CC1	103	102	109	111	108	118	115	106	98
Cc1ccc(S(=O)(=O)NC(=O)CCC(=O)Nc2ccc(S(N)(=O)=O)cc2)cc1	109	97	110	109	99	114	112	113	112
O=C(Cn1cc[n+](CC(=O)c2ccc([N+](=O)[O-])cc2)c1)Nc1cccc2cccnc12	85	85	97	92	92	96	99	104	87
COc1cccc2c(=O)c3c(sc12)c(NCCN)nc1ccccc13	83	91	77	91	39	50	50	68	81
O=C(O)c1cc2ccccc2o1	108	x	112	113	106	106	104	101	101
O=C1OC(c2ccccc2)(c2cc(Br)ccc2O)c2ccccc21 (stereo not given)	67	x	19	67	68	99	73	76	79
CCCCCCNC(=O)Oc1ccc(/C(=C(\C)c2ccccc2)c2ccc(OCCN(CC)CC)cc2)cc1	70	48	71	90	30	-4.8*	7.0*	4.5*	83
O=c1c2ccccc2ccn1O	111	106	113	105	108	107	107	101	101
COc1cc(-c2nc(SC(C)C)nc(Nc3ccc(S(N)(=O)=O)cc3)c2C#N)cc(OC)c1OC	102	89	93	95	90	104	104	84	99
CN1CCN(Cc2ccc(C(=O)Nc3cncc(C#Cc4cnc5cccnn45)c3)cc2C(F)(F)F)CC1	48	40	92	54	13	39	49	39	x
C[C@@H]1C[C@H]2C(=O)OCC(NC(=O)[C@H](Cc3cc(F)cc(F)c3)NC(=O)Nc3ccc(Cl)cc3F)C(=O)N3CCC[C@H]3C(=O)N3CCCC[C@H]3C(=O)N[C@@H](C)C(=O)N2C1 (stereo not given in full)	38	17	24	48	-6.6*	-9.7*	15	11	-4.6*
COc1nc2ccccc2s1	95	96	99	111	103	93	99	98	97
Cc1c[nH]c(=O)n(CCOc2nc(-c3ccc(F)cc3)cc(-c3ccco3)n2)c1=O	100	87	105	101	92	106	112	101	98
COc1ccc(-n2nnc3c(sc4ncccc43)c2=O)cc1	104	112	119	109	114	108	103	93	102
CC1(c2ccc3ccccc3c2)CCC(=O)O1 (stereo not given)	95	91	105	x	111	99	112	107	110

Quoted from the listing.
COc1ccc(-n2nnc3c(sc4ncccc43)c2=O)cc1 in COLO 205: 108
CN1CCN(Cc2ccc(C(=O)Nc3cncc(C#Cc4cnc5cccnn45)c3)cc2C(F)(F)F)CC1 in NCI-H322M: 54
O=C1OC(c2ccccc2)(c2cc(Br)ccc2O)c2ccccc21 (stereo not given) in NCI-H460: 73
CC1(c2ccc3ccccc3c2)CCC(=O)O1 (stereo not given) in NCI-H460: 112
C[C@@H]1C[C@H]2C(=O)OCC(NC(=O)[C@H](Cc3cc(F)cc(F)c3)NC(=O)Nc3ccc(Cl)cc3F)C(=O)N3CCC[C@H]3C(=O)N3CCCC[C@H]3C(=O)N[C@@H](C)C(=O)N2C1 (stereo not given in full) in NCI-H226: -4.6*

Continuation.
SMILES	NCI-H23	NCI-H522	NCI/ADR-RES	NCI-H322M	HCT-116	COLO 205	NCI-H460	HCT-15	NCI-H226
COc1ccc(-c2nc3c(c(N)c2C#N)C2C(=C(C)OC4C(OC)c5occc5C(OC)C24)S3)cc1 (stereo not given)	96	87	101	95	107	107	105	103	104
NS(=O)(=O)c1ccc(NC(=S)/N=C\C(C(=O)c2ccccc2)=C(\O)c2ccccc2)cc1	96	83	108	111	96	107	100	102	97
COc1ccc(OC)c(/C=C2\N=C(c3ccccc3)N(c3ccc(S(N)(=O)=O)cc3)C2=O)c1	91	79	85	91	80	104	101	87	95
COc1cc(/C=C/C(=O)N2CCN(C(=O)c3cc(OC)c(OC)c(OC)c3)CC2)ccc1OCCCN1C(=O)c2cccc3cccc(c23)C1=O	106	65	69	100	81	116	83	72	87
Nc1ncc([N+](=O)[O-])cn1	102	71	105	95	106	119	111	108	103
N/C(=N\c1nc2c(F)cccc2s1)C(Cl)(Cl)Cl	x	89	104	75	98	109	89	98	99
CC1(C)CC2(C)CC(=O)C1C(C(=O)O)C2C(=O)O (stereo not given)	106	x	113	104	113	107	112	110	107
O=C(Nc1ccc(Cl)cc1)c1ccc(Cl)cc1	85	72	99	99	90	101	104	82	92
O=C(CCN1C(=O)/C(=C/c2ccccc2F)SC1=S)N1CCOCC1	x	41	100	80	82	108	91	46	105
CCOc1c(C#N)c(Nc2ccc(S(N)(=O)=O)cc2)c(C#N)c(=O)n1C(C)=O	98	99	100	100	107	106	109	103	102
O=C(/C=C/c1ccccn1)c1ccccc1O	81&74	28&68	93&74	113&100	45	65&64	101&65	62&39	97&93
CC(=O)C1=C(C)NC(NNc2ccccc2)=NC1c1ccccc1 (stereo not given)	92	x	99	100	98	109	105	104	85
CCC(C)C(C)O (stereo not given)	109	108	109	118	98	109	101	101	101
COc1cc(NCCCN=C(N)NC(N)=NC(C)C)c2ncccc2c1	35	-13*	99	52	17	-1.5*	92	90	92
O=c1c(/C=C\c2ccco2)nnc2sc(Nc3ccccc3)nn12	84	90	107	89	109	113	120	105	98
NC(N)=NS(=O)(=O)c1ccc(NC2Nc3nc4ccccc4nc3S2)cc1 (stereo not given)	97	99	98	95	99	x	102	101	x
CCCCOc1ccc(OCCCN2CCN(C(=O)OCC)CC2)cc1	79	68	84	109	80	111	103	96	88
Cc1ccccc1OCC(=O)O	105	x	109	114	101	113	109	105	104
Nc1nn2c(-c3cc4ccccc4oc3=O)ccnc2c1N=Nc1ccc(S(N)(=O)=O)cc1	95	79	92	102	100	112	93	97	77
COc1cc(/C=C/C(=O)Nc2cccnc2Nc2ccc(F)cc2)cc(OC)c1OC	100	49	101	107	96	113	112	99	99
S=C(S)NCCc1c[nH]c2ccccc12	99	80	101	100	96	125	103	97	67
O=C1/C(=C\c2ccccn2)c2ccccc2N1c1c(Cl)cccc1Cl	13	37	-27*	61	-94*	-16*	-29*	13	25
CC(C)(C)Nc1c(-c2ccc(-c3ccccc3)cc2)nc2cnccn12	91	73	77	99	64	105	90	72	84
Nc1cc2ccccc2c(=O)n1NC(=O)c1ccc(Br)cc1	82	97	93	74	95	114	99	99	69
COCCNc1ccc2c3c(cccc13)C(=O)N(CCN(C)C)C2=O	26	-26*	31	23	11	6.9*	-22*	20	6.0*
O=S(=O)(CCN1CCCCC1)CCS(=O)(=O)CCN1CCCCC1	101	x	115	115	97	102	113	99	97
CCOC(=O)C(=O)Nc1ccc(Cl)cc1	109	102	112	100	104	97	105	102	100
COc1ccc(/C=c2\c(=O)n(-c3ccccc3)c3nn4c(Nc5ccccc5)nnc4n23)cc1	96	95	103	98	100	109	107	106	95
Cc1ccc(C(CC(=O)O)c2c(C)n(-c3ccccc3)[nH]c2=O)cc1 (stereo not given)	100	94	109	100	105	113	104	101	98
O=C1c2cccc3c(NC4CCCCC4)ccc(c23)C(=O)N1c1cccc(-c2nn(-c3ccccc3)cc2-c2nc3ccccc3s2)c1	94	107	97	105	103	116	127	107	92
CCCc1cc(CCC)n2nc(N)nc2n1	103	109	109	98	103	103	110	107	95
FC(F)(F)c1cc2c(Cl)ncnc2n1CCN1CCOCC1	63	-80*	81	75	32	79	86	2.4*	91
Cc1ccc(CCC(=O)O)cc1	108	x	112	125	103	122	110	128	106
NC(=O)CC[n+]1cccc(C(=O)O)c1	103	103	103	102	121	112	112	113	98
Cc1[nH]c2c3c(c(O)cc2c1CO)[C@H]1C[C@@H]2[C@@]4(C)CCC[C@@](C)(CO)[C@@H]4CC[C@@]32C=C1C(C)C	85	84	84	99	45	87	90	82	x
CCCn1c(=S)sc2c(N3CCN(C)CC3)nc(C)nc21	90	84	95	89	98	130	105	102	93
O=c1ccc2cc3ccccc3cc2[nH]1	93	99	93	114	99	121	94	109	94
C#Cc1cccc(NC(=O)c2ccccc2NC(=O)CCl)c1	64[8.25 µM]	11[8.25 µM]	81[8.25 µM]	99[8.25 µM]	49[8.25 µM]	114[8.25 µM]	98[8.25 µM]	69[8.25 µM]	50[8.25 µM]
COc1c(Br)cc(C(c2cc(Br)c(OC)c(Br)c2)c2ccccc2C(=O)O)cc1Br	97	x	99	102	90	110	105	115	100
COc1cccc(OCC(O)CN2CCN(c3ccccc3)CC2)c1 (stereo not given)	106	80	100	129	112	138	114	117	106
Oc1ccc(-c2nnc(SCc3ccc(O)c4ncccc34)n2-c2ccccc2)cc1	19	-4.7*	8.1*	19	13	28	3.8*	20	15

Two entries from above, in markdown:
| Molecule | NCI-H23 | NCI-H522 | NCI/ADR-RES | NCI-H322M | HCT-116 | COLO 205 | NCI-H460 | HCT-15 | NCI-H226 |
| --- | --- | --- | --- | --- | --- | --- | --- | --- | --- |
| C#Cc1cccc(NC(=O)c2ccccc2NC(=O)CCl)c1 | 64[8.25 µM] | 11[8.25 µM] | 81[8.25 µM] | 99[8.25 µM] | 49[8.25 µM] | 114[8.25 µM] | 98[8.25 µM] | 69[8.25 µM] | 50[8.25 µM] |
| COc1c(Br)cc(C(c2cc(Br)c(OC)c(Br)c2)c2ccccc2C(=O)O)cc1Br | 97 | x | 99 | 102 | 90 | 110 | 105 | 115 | 100 |
